Tat export inh = blocks Tat-dependent protein export in E. coli. E. coli MC4100 TorA-mCherry Tat export, fluorescence. inhibition, % at 10 µM. hit rate 0.036% among 340,000. AID 488895;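 active = mean replicate inhibition at least 50% and at least half of replicates individually reaching 50%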;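 also: exported cargo escapes ClpAP degradation while cytoplasmic cargo is degraded and loses fluorescence; 0% = median of neutral control wells and 100% = median of NaSCN control wells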
AddAB inh = less growth of phage-infected E. coli with AddAB; E. coli expressing H. pylori AddAB, absorbance growth; inhibition, % at 11.9 µM; hit rate 0.29% among 330,000; AID 435030; in the data active = inhibition above about 12%;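 also: 0% = vehicle wells of infected cells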
Pemphigus Ab inh = human desmoglein-3 autoantibody binding inhibition; P32926; DSG3-coupled beads, scFv-anti-DSG3-GFP binding, flow cytometry; active compounds read low; binding (percent of control), % at 10 µM; hit rate 0.48% among 310,000; AID 588358;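 active = binding more than 3 SD below its plate's average and above zero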;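 also: hits lower antibody fragment binding to DSG3; some compounds called inactive have numbers as strong as hits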
Target sequence (P32926 whole entry, looked up, the tested form may be a part): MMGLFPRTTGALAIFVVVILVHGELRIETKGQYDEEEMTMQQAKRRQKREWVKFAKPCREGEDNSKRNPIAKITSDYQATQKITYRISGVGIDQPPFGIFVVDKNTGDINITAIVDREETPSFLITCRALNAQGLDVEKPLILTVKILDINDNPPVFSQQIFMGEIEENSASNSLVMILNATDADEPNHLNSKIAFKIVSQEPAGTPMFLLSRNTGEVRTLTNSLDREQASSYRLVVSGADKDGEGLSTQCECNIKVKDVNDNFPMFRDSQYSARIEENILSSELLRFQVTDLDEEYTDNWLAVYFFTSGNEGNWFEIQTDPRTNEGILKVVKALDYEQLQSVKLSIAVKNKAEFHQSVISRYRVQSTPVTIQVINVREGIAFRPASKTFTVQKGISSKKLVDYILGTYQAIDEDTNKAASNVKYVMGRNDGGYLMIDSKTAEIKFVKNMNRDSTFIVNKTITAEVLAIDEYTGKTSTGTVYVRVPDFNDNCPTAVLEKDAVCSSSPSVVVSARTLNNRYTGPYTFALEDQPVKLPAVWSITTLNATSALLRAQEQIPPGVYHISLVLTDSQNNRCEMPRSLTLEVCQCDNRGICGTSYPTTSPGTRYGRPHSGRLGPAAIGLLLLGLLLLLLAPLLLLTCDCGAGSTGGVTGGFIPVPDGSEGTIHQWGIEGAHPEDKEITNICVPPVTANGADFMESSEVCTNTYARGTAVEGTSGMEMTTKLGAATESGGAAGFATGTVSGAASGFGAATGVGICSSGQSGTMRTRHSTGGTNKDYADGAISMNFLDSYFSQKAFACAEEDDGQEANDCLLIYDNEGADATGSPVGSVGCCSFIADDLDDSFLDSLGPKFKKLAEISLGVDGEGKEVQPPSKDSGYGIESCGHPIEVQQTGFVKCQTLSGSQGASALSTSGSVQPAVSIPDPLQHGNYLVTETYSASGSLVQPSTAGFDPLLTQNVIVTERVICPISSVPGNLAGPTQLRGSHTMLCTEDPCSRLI
Ecoli viability = bacterial growth inhibition, counter-screen for AddAB inhibitors. hit rate 0.27% among 330,000. E. coli V3065 growth, OD600 absorbance, 18 h. AID 449728. inhibition, % at 11.9 µM;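 active = inhibition above the campaign's mean inhibition across all tested compounds plus 3 SD, cut at about 9.9% in these data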;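 also: uninfected addAB+ strain grown without phage in ampicillin broth; 0% = DMSO wells and 100% = ciprofloxacin 0.95 µg/ml wells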
Arr AP2 block = human beta-arrestin and AP2 interaction inhibition; FITC-arrestin peptide / GST-AP2 beads, flow cytometry; AP2 beta2 appendage carries R879A mutation; inhibition, % at 10 µM; hit rate 0.31% among 340,000;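 active = inhibition above a set limit, near 3 SD of compounds lacking own fluorescence, cut at about 54% in these data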;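 also: plate controls were DMSO wells for no effect and 5 µM unlabelled arrestin peptide for full effect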
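Test system: GST-tagged AP2 beta2-adaptin appendage (R879A) on 4 µm glutathione beads; also added: fluorescein-tagged arrestin peptide at 50 nM final; timing: 12 min plus 1 h, RT; signal: flow cytometry, FL1 (488/535 nm); read-out: percent drop in bead-associated FITC signal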
OPRM1-OPRD1 inv = inverse agonists of human mu-delta opioid receptor heterodimerization. P35372+P41143. cell-based MOR-DOR heterodimer luminescence, inverse agonism. inhibition, % at 9.3 µM. hit rate 0.21% among 340,000. AID 504357; in the data active = inhibition above about 22%, passing the limit was not always enough;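 also: 0% = cells with DMSO and 100% = wells without cells with DMSO; values of inactives mirror those of a sister screen read the other way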
OPRM1-OPRD1 ag = agonists of human mu-delta opioid receptor heterodimerization; cells, OPRM1-OPRD1 heterodimerization, luminescence; activation, % at 9.3 µM; hit rate 0.3% among 340,000; AID 504326; in the data active = activation above about 18%;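 also: 0% = vehicle-treated cells and 100% = reference agonist; values of inactives mirror those of a sister screen read the other way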
phage Ecoli inh = E. coli growth loss with phage present. inhibition, % at 11.9 µM. AID 651602. growth absorbance. hit rate 0.26% among 360,000; in the data active = inhibition above about 11%
PfHsp90 set2 = growth inhibition of yeast expressing Plasmodium Hsp90 | S. cerevisiae expressing PfHsp90, BacTiter-Glo ATP, 48 h; yeast lacking PDR1 and PDR3 efflux regulators | hit rate 0.32% among 310,000 | inhibition, % at 9.4 µM;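 active = every replicate shows inhibition above about 80%, whatever the replicate mean, limit read from the data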;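 also: 0% = DMSO neutral controls and 100% = 20 µM radicicol positive controls; yeast relying on Plasmodium falciparum Hsp90 in place of its own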
PKA-R1A act = activates the PKA-R1A holoenzyme complex; activation, % at 11.4 µM; P00514+P68181; AID 504707; PKA-R1A dissociation, Cy5-IP20 fluorescence polarization; scaled: DMSO 0%, 113 µM cGMP 100%; hit rate 0.083% among 340,000;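 active = percent activation above the mean of all tested compounds plus 3 SD, cut at about 19% in these data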;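 also: higher means more PKAc released from R1A so a rise in polarization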
Mot1-301 SUMO = inhibitors of SUMOylation pathway: yeast Mot1-301 growth rescue; S. cerevisiae Mot1-301 growth rescue, ATP luminescence, 38.5C; percent above DMSO median, 100 means doubled; growth rescue, % at 18.8 µM; hit rate 1% among 320,000; AID 2716;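 active = every valid replicate shows activation above 250% relative to neutral control wells; inactive = the rest, any valid replicate at or below 250%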;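 also: OY570 slx delta 5 strain wells were the positive control but not used for scaling; some compounds called inactive have numbers as strong as hits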
* hit, by the source's call. Compounds were not picked by outcome; any-hit rate near 2.8%.

Screening CCOc1cc(/C=N/NC(=O)c2ccc(NC(=O)C3CC3)cc2)ccc1O returned Tat export inh -1, AddAB inh -1.8, Pemphigus Ab inh 107, Ecoli viability -3.0, Arr AP2 block -14, OPRM1-OPRD1 inv 17, OPRM1-OPRD1 ag -3.1, phage Ecoli inh 1.4, PfHsp90 set2 -20, PKA-R1A act -11 and Mot1-301 SUMO -15.
For COc1ccccc1C(=O)Nc1cc(C)on1 the results were Tat export inh 2, AddAB inh 1.3, Pemphigus Ab inh 94, Ecoli viability 1.5, Arr AP2 block -16, OPRM1-OPRD1 inv 7, OPRM1-OPRD1 ag -1.4, phage Ecoli inh 0.7, PfHsp90 set2 0, PKA-R1A act -6 and Mot1-301 SUMO 0.
`COc1ccc(S(=O)(=O)N2CCC(C(=O)N3CCCCCC3)CC2)cc1` gave Tat export inh -4, AddAB inh 0.2, Ecoli viability 0.7, Arr AP2 block 1, OPRM1-OPRD1 inv 10, OPRM1-OPRD1 ag -2.4, phage Ecoli inh 0.9, PfHsp90 set2 0, PKA-R1A act 2 and Mot1-301 SUMO -5.
N#Cc1ccc(OCC(=O)NNC(=O)C2CCCCC2)cc1 was read as Tat export inh -7, AddAB inh 3.2, Pemphigus Ab inh 108, Ecoli viability 0.4, Arr AP2 block -1, OPRM1-OPRD1 inv -10, OPRM1-OPRD1 ag 2.5, phage Ecoli inh -1.4, PfHsp90 set2 -2, PKA-R1A act 9 and Mot1-301 SUMO 69.
COCCNC(=O)C(c1ccc(F)cc1)N(Cc1ccco1)C(=O)CCC(=O)Nc1nccs1 (stereo unspecified) was read as Tat export inh -4, AddAB inh 2.2, Ecoli viability 1.3, Arr AP2 block -6, OPRM1-OPRD1 inv 4, OPRM1-OPRD1 ag -1.0, phage Ecoli inh 3.6, PfHsp90 set2 11, PKA-R1A act -8 and Mot1-301 SUMO -11.
For COC(=O)c1ccccc1NC(=O)CCCn1nc([N+](=O)[O-])c(Br)c1C the results were Tat export inh -11, AddAB inh 0.6, Pemphigus Ab inh 106, Ecoli viability -0.4, Arr AP2 block -2, OPRM1-OPRD1 inv 10, OPRM1-OPRD1 ag -2.0, phage Ecoli inh 3.5, PfHsp90 set2 15, PKA-R1A act -4 and Mot1-301 SUMO 6.
For COC(=O)CC1COc2ccccc2N1C(=O)c1cccc(Cl)c1 (stereo unspecified) the results were Tat export inh -6, AddAB inh -1.1, Pemphigus Ab inh 99, Ecoli viability -1.6, Arr AP2 block 22, OPRM1-OPRD1 inv 11, OPRM1-OPRD1 ag -2.2, phage Ecoli inh 1.5, PfHsp90 set2 -11, PKA-R1A act -3 and Mot1-301 SUMO -11.
For O=C(NCc1csc(-c2cccs2)n1)c1ccccc1 the results were Tat export inh 9, AddAB inh -1.6, Ecoli viability 0.9, Arr AP2 block 10, OPRM1-OPRD1 inv 12, OPRM1-OPRD1 ag -2.4, phage Ecoli inh 1.9, PfHsp90 set2 6, PKA-R1A act -7 and Mot1-301 SUMO -29.
Screening Cc1nn(-c2nc3ccccc3s2)c(N)c1-c1ccccc1 returned Tat export inh 0, AddAB inh 2.0, Pemphigus Ab inh 111, Ecoli viability 1.7, Arr AP2 block -3, OPRM1-OPRD1 inv -12, OPRM1-OPRD1 ag 2.0, phage Ecoli inh 2.0, PfHsp90 set2 -10, PKA-R1A act 1 and Mot1-301 SUMO 51.
Screening O=C(NC[C@H]1CCCO1)c1cccc2c1C(=O)c1ccc(-c3ccc(F)cc3OCc3ccccc3)cc1S2(=O)=O returned Tat export inh 3, AddAB inh 2.4, Pemphigus Ab inh 88, Ecoli viability -0.6, Arr AP2 block 6, OPRM1-OPRD1 inv 6, OPRM1-OPRD1 ag -1.0, phage Ecoli inh -0.4, PfHsp90 set2 29, PKA-R1A act -6 and Mot1-301 SUMO 12.
Screening O=C(NCCOC(=O)C1COc2ccccc2O1)C1COc2ccccc2O1 (stereo unspecified) returned Tat export inh 3, AddAB inh 0.1, Ecoli viability 0.4, Arr AP2 block -1, OPRM1-OPRD1 inv 0, OPRM1-OPRD1 ag -0.1, phage Ecoli inh 3.1, PfHsp90 set2 6, PKA-R1A act 11 and Mot1-301 SUMO -28.
`COc1cccc(C(=O)N2CCN(Cc3ccc(OC)cc3OC)CC2)c1` gave Tat export inh 13, AddAB inh -1.6, Pemphigus Ab inh 116, Ecoli viability -5.4, Arr AP2 block 15, OPRM1-OPRD1 inv -8, OPRM1-OPRD1 ag 1.6, phage Ecoli inh -0.5, PfHsp90 set2 -1, PKA-R1A act -11 and Mot1-301 SUMO 17.
For CCOC(=O)c1[nH]c(C)c(/C(O)=C2\C(=O)C(=O)N(CCN(C)C)C2c2ccco2)c1C (stereo unspecified) the results were Tat export inh -8, AddAB inh 2.3, Pemphigus Ab inh 108, Ecoli viability 1.9, Arr AP2 block 9, OPRM1-OPRD1 inv -4, OPRM1-OPRD1 ag 0.7, phage Ecoli inh 1.9, PfHsp90 set2 7, PKA-R1A act -5 and Mot1-301 SUMO 215.
CCOC(=O)N1CCC(NC(=O)CSCc2nc(-c3sccc3C)oc2C)CC1 was read as Tat export inh -3, AddAB inh 0.0, Pemphigus Ab inh 105, Ecoli viability 2.4, Arr AP2 block 3, OPRM1-OPRD1 inv -4, OPRM1-OPRD1 ag 0.7, PfHsp90 set2 -2, PKA-R1A act -17 and Mot1-301 SUMO 14.
For CCOC(=O)C1CCN(S(=O)(=O)c2ccc3c(c2)NC(=O)C(C)S3)CC1 (stereo unspecified) the results were Tat export inh -1, AddAB inh -4.9, Pemphigus Ab inh 104, Ecoli viability -3.2, Arr AP2 block 5, OPRM1-OPRD1 inv 5, OPRM1-OPRD1 ag -1.0, phage Ecoli inh -0.6, PfHsp90 set2 -6, PKA-R1A act 1 and Mot1-301 SUMO -7.
Screening O=C1c2ccccc2CN1CCSC(=S)N1CCOCC1 returned Tat export inh -7, AddAB inh 0.3, Pemphigus Ab inh 79, Ecoli viability 0.9, Arr AP2 block 25, OPRM1-OPRD1 inv 12, OPRM1-OPRD1 ag -2.3, phage Ecoli inh 1.2, PfHsp90 set2 -17, PKA-R1A act 3 and Mot1-301 SUMO -12.
For Nc1nonc1-n1nnc(C(=O)N/N=C/c2cccnc2)c1-c1cccs1 the results were Tat export inh -1, AddAB inh 2.9, Pemphigus Ab inh 119, Ecoli viability 0.6, Arr AP2 block -1, OPRM1-OPRD1 inv 12, OPRM1-OPRD1 ag -2.3, phage Ecoli inh 0.0, PfHsp90 set2 -7, PKA-R1A act -13 and Mot1-301 SUMO 14.
Screening Cc1c(C(=O)OCC(=O)N2CCC(C)CC2)oc2ccccc12 returned Tat export inh -2, AddAB inh 0.7, Pemphigus Ab inh 103, Ecoli viability 0.5, Arr AP2 block -5, OPRM1-OPRD1 inv 7, OPRM1-OPRD1 ag -1.3, phage Ecoli inh 4.2, PKA-R1A act -4 and Mot1-301 SUMO 18.
`CNC(=O)C1(C)C=CC2(CCCCC2)N1C(=O)OC` (stereo unspecified) gave Tat export inh 1, AddAB inh 1.9, Pemphigus Ab inh 108, Ecoli viability -2.7, Arr AP2 block 14, OPRM1-OPRD1 inv 9, OPRM1-OPRD1 ag -1.6, phage Ecoli inh 1.6, PfHsp90 set2 7, PKA-R1A act -6 and Mot1-301 SUMO -17.
Screening COc1cc(NC(=O)CS(=O)(=O)c2ccccc2)cc(OC)c1OC returned Tat export inh 1, AddAB inh 3.2, Pemphigus Ab inh 96, Ecoli viability 1.9, Arr AP2 block -1, OPRM1-OPRD1 inv 17, OPRM1-OPRD1 ag -3.1, phage Ecoli inh -1.0, PfHsp90 set2 -4, PKA-R1A act 1 and Mot1-301 SUMO -17.
`CCOc1ccc(N(C(C)C(=O)Nc2cccnc2)S(C)(=O)=O)cc1` (stereo unspecified) gave Tat export inh -10, AddAB inh 1.6, Pemphigus Ab inh 98, Ecoli viability 0.3, Arr AP2 block 4, OPRM1-OPRD1 inv 6, OPRM1-OPRD1 ag -1.2, phage Ecoli inh 0.4, PfHsp90 set2 -2, PKA-R1A act 2 and Mot1-301 SUMO -1.
`O=C(Cn1c(=O)oc2ccccc21)NCc1ccco1` gave Tat export inh 0, AddAB inh 1.6, Pemphigus Ab inh 117, Ecoli viability -1.4, Arr AP2 block 26, OPRM1-OPRD1 inv 15, OPRM1-OPRD1 ag -3.2, phage Ecoli inh 1.3, PfHsp90 set2 9, PKA-R1A act -4 and Mot1-301 SUMO -3.
Screening O=C(N=Nc1c(O)n(Cc2ccccc2)c2ccccc12)c1ccncc1 returned Tat export inh -4, AddAB inh -4.6, Pemphigus Ab inh 99, Ecoli viability -0.3, Arr AP2 block 25, OPRM1-OPRD1 inv 13, OPRM1-OPRD1 ag -2.4, phage Ecoli inh -4.4, PfHsp90 set2 6, PKA-R1A act 3 and Mot1-301 SUMO -6.
For CCOc1ccc(/C=C/C(=O)Nc2ccc(OC)cc2[N+](=O)[O-])cc1 the results were Tat export inh -3, AddAB inh 1.5, Pemphigus Ab inh 98, Ecoli viability -0.8, Arr AP2 block 6, OPRM1-OPRD1 inv -44, OPRM1-OPRD1 ag 8.7, phage Ecoli inh 0.1, PfHsp90 set2 -22, PKA-R1A act -8 and Mot1-301 SUMO 5.
For O=C(COc1cccc(-n2cnnn2)c1)N1CCOCC1 the results were Tat export inh -2, AddAB inh 1.9, Ecoli viability 1.4, Arr AP2 block 3, OPRM1-OPRD1 inv 7, OPRM1-OPRD1 ag -1.4, phage Ecoli inh 2.2, PfHsp90 set2 -10, PKA-R1A act 6 and Mot1-301 SUMO -9.
O=C(O)c1ccc(C2(c3ccc(C(=O)O)cc3)OC(=O)c3ccccc32)cc1 was read as Tat export inh 1, AddAB inh 2.9, Pemphigus Ab inh 116, Ecoli viability 2.9, Arr AP2 block -11, OPRM1-OPRD1 inv 9, OPRM1-OPRD1 ag -1.8, phage Ecoli inh 2.8, PfHsp90 set2 -2, PKA-R1A act -2 and Mot1-301 SUMO 11.
Screening COc1ccc(-c2nc3ccccc3s2)cc1NC(C)=O returned Tat export inh -7, AddAB inh -0.2, Pemphigus Ab inh 93, Ecoli viability -1.4, Arr AP2 block 0, OPRM1-OPRD1 inv -11, OPRM1-OPRD1 ag 2.4, phage Ecoli inh 1.7, PfHsp90 set2 11, PKA-R1A act 9 and Mot1-301 SUMO -1.
`Cc1cc(OCC(O)CNC(C)(C)C)ccc1Cl` (stereo unspecified) gave Tat export inh 0, AddAB inh -1.8, Pemphigus Ab inh 105, Ecoli viability -0.1, Arr AP2 block 13, phage Ecoli inh 3.5, PfHsp90 set2 -16 and Mot1-301 SUMO 3.

Source: PubChem BioAssay (several laboratories)
